Source: PubChem BioAssay
L3MBTL1 block: inhibitors of human L3MBTL1. 230,000 tested, 0.66% active. AlphaScreen L3MBTL1–H3K9me1 peptide binding. Q9Y468. Potency, µM (series often up to 57.1 µM), for the others: at the highest dose activity, negative = inhibition, most hits filed as inhibitors. AID 485360; active = well fitted inhibition curve with a large enough effect; also: nearly all actives have a fitted effect of over 60% in size
Target sequence (Q9Y468 whole entry, looked up): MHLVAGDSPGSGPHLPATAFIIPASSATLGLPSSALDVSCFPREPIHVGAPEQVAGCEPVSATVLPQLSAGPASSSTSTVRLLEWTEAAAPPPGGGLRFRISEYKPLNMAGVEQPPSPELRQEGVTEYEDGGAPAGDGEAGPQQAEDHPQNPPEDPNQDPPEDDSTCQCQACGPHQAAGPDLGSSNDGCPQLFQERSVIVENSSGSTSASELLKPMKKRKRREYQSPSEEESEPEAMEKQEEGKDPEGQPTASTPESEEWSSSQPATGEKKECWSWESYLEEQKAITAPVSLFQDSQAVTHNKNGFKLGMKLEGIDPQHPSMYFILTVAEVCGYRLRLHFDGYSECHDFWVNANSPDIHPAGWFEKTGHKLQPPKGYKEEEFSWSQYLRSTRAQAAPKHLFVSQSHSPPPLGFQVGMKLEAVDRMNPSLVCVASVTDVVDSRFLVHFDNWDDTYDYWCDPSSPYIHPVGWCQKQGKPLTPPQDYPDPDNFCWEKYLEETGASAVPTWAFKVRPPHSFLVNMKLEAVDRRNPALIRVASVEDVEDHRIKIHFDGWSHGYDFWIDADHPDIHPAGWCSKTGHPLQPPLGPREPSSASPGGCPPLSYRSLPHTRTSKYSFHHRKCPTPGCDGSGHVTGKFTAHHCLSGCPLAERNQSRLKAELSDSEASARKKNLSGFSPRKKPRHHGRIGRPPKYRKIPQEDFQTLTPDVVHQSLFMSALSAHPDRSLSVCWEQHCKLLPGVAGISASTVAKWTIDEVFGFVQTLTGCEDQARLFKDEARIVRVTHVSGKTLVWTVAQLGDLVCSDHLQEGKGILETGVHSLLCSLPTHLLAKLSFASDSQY
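L3MBTL1 50 nM + b-AHA-H3(1-15)K9me1 75 nM, 30 min RT; compound added, 30 min RT; streptavidin donor/Ni-chelate acceptor beads 10 ug/mL each final, 30 min RT dark; AlphaScreen read.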
* = called active by the depositor; [ ] = dose if it differs, or a comment. % is scaled to controls: 0 for no effect and ±100 for the full control effect; potency is read from the fitted curve at half-maximal effect. Some of the compounds tested (hit frequency here may not be typical).

SMILES	L3MBTL1 block
O=C(C[n+]1ccccc1)N/N=C/c1ccc(Br)cc1	-1%
O=C(COC(=O)Cc1cccs1)NCC(=O)Nc1ccc(F)cc1	2%
CCOc1ccc(NS(=O)(=O)c2cc(C(=O)N(CC)CC(=O)NCc3cccs3)ccc2C)cc1	10%
Nc1nc(Cl)nc2ncn(Cc3ccccc3)c12	4%
NC(=O)c1cc(Cl)ccc1OCC(=O)Nc1ccc2c(c1)OCO2	-1%
CN(CC(=O)N(C)CC(=O)Nc1c(Cl)cccc1Cl)Cc1ccccc1F	-7%
CC1(C)CC(=O)C=C(c2cccc(Br)c2)C1	7%
COc1ccc(CN2CCN(C3CCC3)CC2CCO)c(C)c1C (centres undefined)	1%
COc1ccc(C(=O)NCCSCc2ccc(Cl)cc2)cc1OC	-5%
CCOC(=O)c1ccc(N2C(=O)C3CCOc4ccccc4C32)cc1 (centres undefined)	-3%
C[C@]12CC[C@H](O)CC1=CCC1C2CC[C@@]2(C)C1CC[C@@H]2NC(=O)[C@@H](N)Cc1ccccc1 (some centres undefined)	-10%
COc1ccc(NC(=O)c2cc(-c3ccncc3)nc3ccccc23)c(OC)c1	-2%
COc1ccc(CCNC(=S)N2CCN(S(=O)(=O)c3ccccc3)CC2)cc1	-2%
O=C(CCCc1ccccc1)Nc1ccc(Br)cc1F	13%
Nc1c(N(Cc2ccccc2)C(=O)COc2ccc(F)cc2Cl)c(=O)[nH]c(=O)n1Cc1ccccc1	3%
C[C@H]1CN([C@@H](C)CO)C(=O)Cc2cc(NC(=O)Cc3ccccc3)ccc2O[C@H]1CN(C)C(=O)Nc1cccc2ccccc12	5%
CCOC(=O)C1CCN(C(=O)Cn2c(=O)oc3cc(S(=O)(=O)N4CCCC4)ccc32)CC1	-6%
COc1ccc(C(=O)c2c3ccc(C(F)(F)F)cc3[n+]([O-])n2CCCN)cc1	-3%
Cc1ccc(C(=O)NNC(=O)c2ccc(-n3cncn3)c([N+](=O)[O-])c2)cc1	8%
CN(C)/N=C1\C(=O)N(CN2CCN(c3ccccc3)CC2)c2ccccc21	-4%
O=C(CC1SC(N2CCCC2)=NC1=O)Nc1ccc(C(=O)NCc2ccc(F)cc2)cc1 (centres undefined)	2%
CCC(C)c1ccc(NC(=O)COC(=O)CCNS(=O)(=O)c2cccs2)cc1 (centres undefined)	2%
C=CCn1c(SCC(=O)Nc2ccc(NC(C)=O)cc2)nc2sc(C)c(C)c2c1=O	3%
Cc1ccc(CN(C)C(=O)COc2ccc(S(=O)(=O)N3CCCC3)cc2[N+](=O)[O-])c(C)c1	2%
NC(=O)CC(NC(=O)Cc1ccc(Cl)cc1)c1ccc(N2CCN(c3ccccn3)CC2)c([N+](=O)[O-])c1 (centres undefined)	-2%
Cc1ccc(S(C)(=O)=O)cc1C(=O)Nc1ccc(S(=O)(=O)Nc2nccs2)cc1	-5%
O=C(OCCN1CCCCC1)c1cccc(Cl)c1	-12%
CS(=O)(=O)N(CC(=O)N1CCOCC1)c1cccc(Cl)c1Cl	8%
O=C(COC(=O)c1ncc(Cl)c(Cl)c1Cl)NC1CCCCCC1	3%
CCOC(=O)c1[nH]c2ccc(C(=O)OC)cc2c1C(=O)OCC	-1%
C[C@H](NC(=O)OCc1ccccc1)C(=O)N[C@@H](Cc1c[nH]c2ccccc12)C(=O)O	-1%
CCOC(=O)N1CCN(C(=O)CNC(=O)c2ccc(Cl)cc2Cl)CC1	-1%
CCN(CC)S(=O)(=O)c1ccc(N2CCOCC2)c(NC(=O)c2ccc3c(c2)OCCO3)c1	6%
O=C(CCNC(=O)c1ccc([N+](=O)[O-])cc1)NC1CCCc2ccccc21 (centres undefined)	2%
COc1ccc(CNC(=O)CN2CCN(S(=O)(=O)c3ccccc3)CC2)cc1	-2%
Cc1ccc2[nH]c3c(c2c1)CCCC3NCCO (centres undefined)	-13%
O=C(/C=C/c1ccc(Cl)cc1)OCC(=O)c1ccc[nH]1	-1%
COc1cccc(NC(=O)CN(C)C(=O)c2cc(S(=O)(=O)N3CCCCC3)ccc2Cl)c1	4%
CC(C)Sc1nnc(SCC(=O)N(C)C2CCS(=O)(=O)C2)s1 (centres undefined)	-1%
COc1cccc(CNC(=O)COC(=O)/C=C/c2ccc(SC)cc2)c1	3%
COc1ccc(NC(=O)CSCC(=O)N(C)CC(=O)Nc2cccc3ccccc23)cc1	-10%
COc1ccc(CCNC(=O)c2ccc(OCC(=O)N3CCOCC3)c(OC)c2)cc1	-1%
Cc1nc2ccc(NS(=O)(=O)c3ccccc3Cl)cc2s1	-4%
CC(C)CN(C(=O)COC(=O)c1cccnc1Cl)c1c(N)n(Cc2ccccc2)c(=O)[nH]c1=O	9%
CC(OC(=O)C1=COCCO1)C(=O)Nc1ncc(Cl)cc1Cl (centres undefined)	1%
CC1CCC2(CC1)NC(=O)N(CC(=O)Nc1ccc(C(N)=O)cc1)C2=O (centres undefined)	-1%
CC(=O)N1CCN(C(=O)c2ccc(S(=O)(=O)Nc3ccccc3Cl)cc2)CC1	8%
NC(Cc1c[nH]c2ccccc12)C(=O)NCc1ccccc1 (centres undefined)	16%
Cc1ccc(S(=O)(=O)NCCC(=O)OCC(=O)N(Cc2ccccc2)C(C)(C)C)cc1	-3%
O=C(COC(=O)c1cccnc1SC(F)F)NC1CC1	6%
Cn1c(=O)c2sccc2n(Cc2ccc(Br)cc2)c1=O	-1%
NC(=O)NS(=O)(=O)Oc1ccccc1	15%
CCc1ccccc1NC(=O)CN1CCN(C(=O)CNC(=O)c2ccccc2F)CC1	-4%
O=C(NCCC(=O)N(Cc1ccco1)Cc1cccs1)c1ccccc1Cl	-14%
CS(=O)(=O)N1CCC(C(=O)Nc2ccc(F)cc2)CC1	6%
COc1ccc(CN2C(=O)C(Cc3ccccc3)Nc3ncnc(N4CCCCC4)c32)cc1 (centres undefined)	1%
Cc1nc(Cc2nnc(SCC(=O)N3CC(=O)Nc4ccccc43)o2)cs1	-16%
CCOC(=O)C1=C(CC)Nc2ccccc2N/C1=N\S(=O)(=O)c1ccccc1F	7%
COc1ccccc1/C=C1/C(=O)N(c2ccc([N+](=O)[O-])cc2)N=C1C	-1%
COc1cc(C(=O)OCC(=O)NC2CC2)ccc1OCCC(C)C	2%

Further structures
SMILES	L3MBTL1 block
COc1ccc(C(=O)Nc2ccccc2C(=O)Nc2ccccn2)cc1	6%[2.29 µM]
CCOc1ccccc1OCC(=O)Nc1c(C)n(C)n(-c2ccccc2)c1=O	-2%
CC(=O)c1cccc(NC(=O)N(c2ccccc2)c2ccccc2)c1	-14%
COC(=O)c1ccc(NC(=O)CSc2nc(=O)n3cccc(C)c3n2)cc1	-1%
CCCn1c(SCC(=O)Nc2cc(S(=O)(=O)N3CCCCC3)ccc2C)n[nH]c1=O	2%
COc1ccc(Cl)cc1N(C(C)=O)c1nc(C)cc(C)c1C#N	-4%
COc1cc2c(cc1OC)[C@@H](NC(=O)CCC1CCCCC1)[C@H](O)C2	-3%
CCCCn1c(N)c(N(CC(C)C)C(=O)CN2C(=O)NC3(CC(C)CC(C)(C)C3)C2=O)c(=O)[nH]c1=O (centres undefined)	-4%
CCc1ccccc1OCC(=O)Nc1cccc(S(=O)(=O)NC2=NCCC2)c1	30%
COc1ccccc1NC(=O)c1ccc(NC(=O)COC(=O)c2ccc(O)cc2)cc1	4%
Cc1cc(C)c(S(=O)(=O)N2CCCC2)c(C)c1	13%
Cc1oc2c(C)c3oc(=O)c(CC(=O)N[C@@H](CC(C)C)C(=O)N[C@@H](Cc4ccccc4)C(=O)O)c(C)c3cc2c1C	4%
O=C(COC(=O)c1ccc(Cl)nc1)NCCc1ccccc1	-5%
CCCn1c(SCC(=O)NCC(=O)Nc2ccc(F)c(F)c2F)nc2ccccc2c1=O	3%
COc1ccc(C(=O)Nc2ccc(Br)cn2)cc1S(=O)(=O)N1CCOCC1	-5%
Cc1ccc(CC2C(=O)N(c3cc(C)ccc3C)C(=O)C2C)cc1 (centres undefined)	15%
NC(=O)C1CCN(C(=O)c2ccc(NS(=O)(=O)c3ccc(F)cc3)cc2)CC1	2%
CCOC(=O)c1cc(-c2ccccc2)nn1Cc1cc(CC)no1	76%[activator]
Cc1cc(=O)[nH]c(SCC(=O)Nc2ccc(N3CCCCC3)cc2)n1	-7%
Cc1ccc(S(=O)(=O)N2CCN(C(=O)CN3C(=O)c4ccccc4C3=O)CC2)c(C)c1	1%
O=C(N/N=C/C1CCCCC1)c1ccccc1-n1cccc1	-1%
O=C(Nc1cc(C(F)(F)F)ccc1N1CCOCC1)C1=COCCO1	-1%
CC(OC(=O)C1CC1)C(=O)Nc1ncc(Cl)cc1Cl (centres undefined)	-5%
Cc1ccc(C)c(NC(=O)CN(C)C(=O)c2cc3c(s2)CCCCC3)c1	2%
CC(=O)c1ccc(NC(=O)COC(=O)C2CC3C=CC2C3)cc1 (centres undefined)	5%
CSc1ccccc1NC(=O)COC(=O)CCC(=O)c1ccc(F)cc1	5%
OCC[C@@H]1C[C@H](O)[C@@H](O)[C@@]2(Cc3ccccc3CO2)O1	6%
CCCNC(=O)CCn1cc(-c2ccc(OC)cc2)nc1CCN	-8%
CCOCCCNC(=S)N1CCC(C(=O)c2ccc(C)cc2)CC1	-11%
N#Cc1ccc(OCC(=O)OCC(=O)NC2CC2)cc1	11%
CC(C)Cc1nnc(NC(=O)C2CCN(C(=O)c3ccc(F)cc3)CC2)s1	-1%
CC(C)Cc1nnc(NC(=O)CN2C(=O)NC3(CCCC3)C2=O)s1	4%
O=C1C=C(c2cccc(Cl)c2O)C[C@@H](c2ccc(F)cc2)C1	-9%
COc1ccc(S(=O)(=O)N2CCOCC2)cc1C(=O)NCC(c1ccco1)N1CCCC1 (centres undefined)	5%
O=S(=O)(N[C@H](CO)c1ccccc1)c1ccc(Br)cc1F	4%
CCN(CC)CCCn1c2c(c(SCC(=O)Nc3cc(OC)cc(OC)c3)nc1=O)CCC2	-2%
COc1ccc(OC)c(C(=O)CN2C(=O)C(=O)N(C3CCCC3)C2=O)c1	-4%
CCn1c(SCC(=O)NC2(C#N)CCCCC2)nc2ccccc2c1=O	-3%
CC1(C)O[C@H]2CC(=O)OC[C@]23[C@H]2CC[C@@]4(C)[C@H](c5ccoc5)OC(=O)[C@H]5O[C@]54[C@]2(C)[C@@H](O)C[C@@H]13	0%
CCCOc1ccc(CNC(=O)C2CCN(c3nnc(N4CCCC4=O)s3)CC2)cc1	6%
CC(=O)c1sc(N)nc1C	5%
CCc1noc(C)c1C(=O)N1CCN(S(=O)(=O)c2ccc(Cl)s2)CC1	8%
COc1ccc([C@@H]2CC=C(C(=O)O)[C@H](c3cccc(Cl)c3)N2S(=O)(=O)c2ccccc2C)cc1	4%
N#Cc1ccc(NCC(=O)Nc2ccc(S(=O)(=O)N3CCCCC3)cc2)cc1	6%
COCC(=O)N(Cc1cc2ccc(C)cc2[nH]c1=O)c1ccccc1C	3%
O=C(CCNC(=O)c1ccc(Br)cc1)NNC(=O)COc1ccccc1F	10%
CC(NC(=O)c1cccs1)C(S)c1ccccc1 (centres undefined)	5%
Cc1cc(C)c(C(=O)COC(=O)c2nn(C)c(=O)c3ccccc23)cc1C	2%
COc1cc(NC(=O)[C@@H]2CCCN2S(=O)(=O)c2cccc3cccnc23)cc(OC)c1OC	2%
CC(C)(C)OC(=O)CNC(=O)c1[nH]cnc1C(=O)N[C@@H](Cc1ccccc1)C(=O)OCc1ccccc1	23%
O=C(CN1CCN(S(=O)(=O)c2ccc(F)cc2)CC1)Nc1ccccc1C(=O)NC1CC1	4%
COc1ccc(C(=O)NCCCN2CCOCC2)cc1	-7%
CC1CCCC(C)N1C(=O)COc1cccc(Oc2ccccc2)c1 (centres undefined)	0%
COC(=O)CN1C(=O)[C@H]2[C@@H](/C=C/c3ccccc3)N3C(=O)CN(Cc4ccc(-c5ccccc5)cc4)C(=O)[C@@]3(C)[C@H]2C1=O	0%
O=C(CN1CCCCCC1)Nc1ccccc1Cl	4%
COc1ccccc1NS(=O)(=O)c1cc(NC(=O)C2=NNC(=O)CC2)ccc1C	0%
C#CCOCCOCCOCCNc1nc(N2CCN(C(=O)[C@H]([C@@H](C)CC)n3cc(CCCCN)nn3)CC2)nc(N2CCN(C(=O)[C@H](C)n3cc(CCCN=C(N)N)nn3)CC2)n1	4%
O=C(Cc1ccc(Cl)cc1)OCC(=O)c1ccc[nH]1	4%
O=S(=O)(NCCc1ccccc1)c1ccc(F)cc1Br	12%
